Screening results: PubChem, several laboratories
m-calpain inh: blocks pig calpain II enzyme activity; AID 1236; purified calpain II, fluorogenic peptide substrate, 30 min; hit rate 0.37% among 220,000; inhibition, % at 16 µM;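 active = inhibition above about 50%, limit read from the data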
Cl transport mod: modulators of human KCC2 chloride dependent transport | Q9H2X9 | KCC2 cells, thallium flux FluoZin-2 fluorescence | B-score of Tl+ flux slope (higher = more flux/activation; lower = inhibition) at 10 µM | hit rate 2.2% among 190,000 | AID 1456;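 active = thallium flux slope and its plate-corrected score both differing from the plate sample mean at a set confidence after two filtering rounds, in either direction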;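 note: slope of fluorescence scaled to starting intensity during 10 to 20 s after thallium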
Target sequence (Q9H2X9 whole entry, looked up): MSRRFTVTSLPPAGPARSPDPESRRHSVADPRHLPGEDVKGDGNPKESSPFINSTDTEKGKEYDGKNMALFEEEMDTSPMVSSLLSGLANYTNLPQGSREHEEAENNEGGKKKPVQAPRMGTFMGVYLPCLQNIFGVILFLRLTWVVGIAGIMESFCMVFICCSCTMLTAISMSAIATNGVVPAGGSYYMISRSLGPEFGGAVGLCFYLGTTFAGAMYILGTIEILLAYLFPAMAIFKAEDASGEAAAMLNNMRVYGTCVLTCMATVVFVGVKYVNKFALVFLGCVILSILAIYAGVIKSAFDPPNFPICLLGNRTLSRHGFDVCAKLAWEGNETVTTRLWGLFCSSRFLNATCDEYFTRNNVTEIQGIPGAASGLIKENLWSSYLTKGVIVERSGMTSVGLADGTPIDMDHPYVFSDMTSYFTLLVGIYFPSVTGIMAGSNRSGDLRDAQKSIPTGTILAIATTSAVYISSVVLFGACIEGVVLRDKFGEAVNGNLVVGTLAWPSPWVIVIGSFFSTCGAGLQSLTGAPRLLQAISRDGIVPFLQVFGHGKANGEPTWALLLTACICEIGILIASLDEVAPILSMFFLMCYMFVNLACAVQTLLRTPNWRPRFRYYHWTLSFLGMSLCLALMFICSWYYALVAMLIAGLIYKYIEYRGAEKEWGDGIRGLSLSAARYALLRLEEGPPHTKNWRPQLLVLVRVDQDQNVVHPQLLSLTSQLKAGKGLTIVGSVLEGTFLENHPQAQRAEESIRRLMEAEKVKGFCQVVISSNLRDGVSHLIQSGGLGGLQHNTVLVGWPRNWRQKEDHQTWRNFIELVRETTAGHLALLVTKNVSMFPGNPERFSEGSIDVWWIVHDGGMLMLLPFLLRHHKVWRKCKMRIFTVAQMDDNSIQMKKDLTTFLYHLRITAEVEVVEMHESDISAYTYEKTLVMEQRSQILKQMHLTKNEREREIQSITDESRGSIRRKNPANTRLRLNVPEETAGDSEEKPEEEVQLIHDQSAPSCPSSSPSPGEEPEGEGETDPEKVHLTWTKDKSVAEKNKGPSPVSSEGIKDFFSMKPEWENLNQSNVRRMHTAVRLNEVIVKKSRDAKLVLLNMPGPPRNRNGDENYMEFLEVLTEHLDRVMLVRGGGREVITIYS
Rad51 HR inh: blocks human Rad51 in homologous recombination | Q06609 | AID 1385 | hRad51 DNA strand exchange, fluorescence dequenching | inhibition, % at 10 µM | hit rate 0.085% among 200,000;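 active = inhibition above 40% at the single screening dose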;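 note: 0% = DMSO control wells and 100% = blanks with heterologous ssDNA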
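Test system: preformed human Rad51 ssDNA filaments. Compound dosing: single dose, 10 µM final compound. Incubation: filaments 15 min 37 °C, then compound 30 min. Technique: FRET fluorescence dequenching, excitation 485 nm, emission 520 nm. Read-out basis: percent inhibition from fluorescence, normalised to plate control and blank means. Benchmarks: plate controls and plate blanks.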
hK5 inh: blocks human kallikrein 5 protease activity; Q9Y337; recombinant hK5, fluorogenic AMC substrate cleavage; inhibition, % at 5 µM; hit rate 0.59% among 210,000;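 active = inhibition of 40% or more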;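 note: 0% = enzyme controls without compound and 100% = no-enzyme blanks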
FXIIa inh: inhibitors of human coagulation factor XIIa. P00748. purified FXIIa, Boc-QGR-AMC fluorogenic substrate, 2 h. inhibition, % at 5 µM. hit rate 0.3% among 220,000; in the data active = inhibition above about 40%;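 note: 0% = enzyme with no compound and 100% = blank without enzyme; many of its hits are not listed in these tables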
Furin inh: inhibitors of human furin; P09958; purified furin, fluorogenic substrate cleavage; inhibition, % at 30 µM; hit rate 0.061% among 220,000; AID 463115; in the data active = inhibition above about 25%; note: inactives centre near -15
Thrombin inh: blocks human thrombin protease activity | P00734 | hit rate 0.26% among 220,000 | alpha-thrombin, Boc-VPR-AMC fluorogenic substrate cleavage | inhibition, % at 5 µM | AID 1046;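 active = inhibition at or above 40%; inactive = inhibition below 40%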;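 note: 0% = enzyme with no compound and 100% = wells without enzyme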
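Test system: human alpha-thrombin; medium: pH 7.5 Tris-saline with Tween 20; times: reaction at room temperature; signal: AMC fluorescence at 355 nm excitation and 460 nm emission; also added: Boc-VPR-AMC substrate, 15 µM final; dosing: one concentration per compound, 5 µM, with 0.2% DMSO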
PERK inhibitor: inhibitors of human PERK kinase | Q9NZJ5 | CHO PERK-DD fusion, SEAP luminescence translation reporter | inhibition, % at 5.6 µM | hit rate 0.17% among 220,000 | AID 1416;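 active = inhibition above the mean inhibition of all tested compounds plus 3 SD, set separately per screening campaign, cut at about 2.9% in these data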;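 note: PERK kinase domain activated by AP20187 dimerizer at 100 nM; 0% = DMSO with dimerizer and 100% = rapamycin at 8.4 µM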
FXIa inh: factor XIa (human) inhibition; P03951; purified FXIa, Boc-Glu-Ala-Arg-AMC fluorogenic substrate; inhibition, % at 5 µM; hit rate 0.14% among 220,000;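 active = inhibition of at least 40%; inactive = inhibition below 40%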;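 note: fluorescence of freed AMC excited at 355 nm; 0% = enzyme without compound and 100% = no enzyme blank; many of its hits are not listed in these tables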
Active calls of the source: *; i = inactive; / = no result given; [ ] = remark or other dose. An excerpt. The share of hits here may be higher or lower than overall.

SMILES	m-calpain inh	Cl transport mod	Rad51 HR inh	hK5 inh	FXIIa inh	Furin inh	Thrombin inh	PERK inhibitor	FXIa inh
Cc1ccc(C(=O)NNC(=O)CSc2n[nH]c(-c3cccnc3)n2)cc1	-29	0.63	0	3	12	-35	-3	1.3	0
O=C(CSc1nnc(CNC(=O)c2c(F)cccc2Cl)o1)Nc1ccc2c(c1)OCO2	-26	-0.00074	10	20	6	-23	-5	0.6	-3
Cc1ccccc1C(=O)NC(=S)NC1CCSC1=O (stereo not drawn)	24	1.2	9	-18	10	-7	-8	0.6	7
NNC(=O)c1sc2nc(N3CCOCC3)c3c(c2c1N)CCCC3	-224	1	14	-6	-20	-13	-10	-1.6	-13
O=C(CCc1ccc(S(=O)(=O)NCCc2ccccc2)cc1)NCc1ccco1	2	-2.7	12	-10	0	-14[20 µM]	-1	-0.1	-3
Cc1cc(=O)n(Cc2ccc(OC(C)C)cc2)c(=S)[nH]1	-24	/	0	-3	8	-24	-8	0.0	-7
CCOc1ccc(N2C(=O)CSC23CCCCC3)cc1	0	-0.07	-5	8	-1	-4	-7	-0.2	-5
CCN(CC)C(=O)CSc1nc(-c2cccs2)cc(-c2cccs2)c1C#N	-19	1.5	-2	-11	8	-5[20 µM]	-1	0.3	0
c1cnc2nc(CSc3ncn[nH]3)cn2c1	i	0.26	-7	-21	7	-26	4	0.7	-2
COc1ccccc1OCc1ccc(C(=O)N2CCN(C)CC2)o1	-15	-0.062	5	-10	-4	-16	-8	0.2	-7
CNS(=O)(=O)c1cccc(C(=O)NCC(c2cccs2)N(C)C)c1 (stereo not drawn)	3	/	13	-1	-5	-21	-8	-0.7	-4
O=C(CSc1nc(-c2ccccc2)c(-c2ccccc2)o1)Nc1nncs1	-20	0.93	5	-12	10	-15[20 µM]	1	0.7	1
O=S(=O)(Cc1cc(Sc2ccc(Cl)cc2)nc(-c2ccccc2)n1)c1ccccc1	6	/	-1	1	22	-1[20 µM]	-2	-0.7	5
CC(=O)Oc1ccc(N(C(C)=O)S(=O)(=O)c2cc([N+](=O)[O-])ccc2C)cc1	-24	1.4	-2	-26	8	-29	-3	1.1	2
C(#Cc1ccccc1)Cn1nnc2ccccc21	11	-2.1	3	-12	7	-22[20 µM]	2	0.5	-1
Cc1ccc(NC(=O)CC(=O)c2ccc([N+](=O)[O-])cc2)cc1S(=O)(=O)Nc1cccc(Cl)c1	-75	-0.0044	21	-3	7	-22	1	0.4	0
C=CCC(COCc1ccccc1)NS(=O)(=O)c1ccccc1Br (stereo not drawn)	29	-1.4	-2	3	11	-4	-2	/	1
Cc1ccc(S(=O)(=O)NCCNC(=O)c2nonc2N)cc1	-4	0.47	/	-5	12	-22	6	0.7	10
Cc1ccc(C)c(N2CCN(C(=O)CN3C(=O)c4ccccc4C3=O)CC2)c1	9	-0.33	-3	-11	12	-21	-6	0.2	2
COC(=O)N/N=C/c1cc(Cl)cc(Cl)c1OCc1ccc(F)cc1	-1	0.01	3	0	11	-15	-1	0.5	12
CC(C)c1cccc(C(C)C)c1NC(=O)COC(=O)c1ccc(OCC(=O)Nc2cccc(C(F)(F)F)c2)cc1	12	1.4	8	-6	6	-16	-2	0.5	7
Cc1cc(C(=O)Nc2cccc([N+](=O)[O-])c2)c(C)o1	-2	0.37	/	-15	4	-21	-6	0.2	-2
O=C(COC(=O)c1cncc(Br)c1)NCc1ccc2c(c1)OCO2	-46	0.072	-4	2	9	-23	1	1.7	-1
Cc1cccc(NC(=S)N2CCC(C(N)=O)(N3CCCCC3)CC2)c1C	1	1.5	-1	-4	-4	-30	-9	0.4	-1
C[C@@H]1NC(=O)c2cc([N+](=O)[O-])cc(I)c2NCC[C@@H](C(N)=O)NC(=O)[C@H](CC(N)=O)NC1=O	-17	-1.2	1	-10	17	-5	1	2.1	6
CCNC(=O)c1ccc(C2SCC(=O)N2CCc2ccccc2)cc1 (stereo not drawn)	0	0.25	/	-17	11	-12	-3	-0.7	8
O=C(NCc1cccs1)C1CCC(CNS(=O)(=O)c2ccc(Br)s2)CC1 (stereo not drawn)	-5	0.15	11	4	-5	-12[20 µM]	-1	-1.3	-3
Clc1cc2nc3ccccn3c2cc1Cl	i	0.24	2	-94	-3	-30[20 µM]	-3	-2.0	-3
Cc1nn(Cc2nc(-c3cccs3)no2)c(C)c1Br	3	/	9	-17	12	5	-1	-0.3	1
COc1cccc(NC(=O)C2CC(=O)N=C(N)S2)c1 (stereo not drawn)	-19	-0.73	-2	-13	15	-13[20 µM]	-5	-0.5	2
Cc1cccc(-c2nc(Nc3ccc(N4CCOCC4)cc3)c3ccccc3n2)c1	-38	-0.7	8	-11	17	-7	1	-0.7	11
COc1ccc(CNC(=O)C2CC(=O)N(c3ccc(OCC(=O)N4CCCCC4)cc3)C2)cc1 (stereo not drawn)	25	-0.042	-4	-1	-4	-17[20 µM]	-4	0.5	-14
CC(=O)c1cnc2nc(C)nn2c1C	-2	0.12	-6	-5	2	-33	-1	0.2	4
COc1ccccc1NS(=O)(=O)c1cc(NC(=O)c2ccc3ccccc3n2)ccc1Cl	-9	0.011	4	-11	17	-20	-3	0.6	12
Cc1ccc(Nc2c(F)c(F)c(F)c(F)c2C(=O)O)c(C)c1	-5	-1.8	-6	-4	-2	-13	-9	-0.1	-3
CN1CCN(CC(=O)Nc2ccc([N+](=O)[O-])cc2Br)CC1	-14	0.054	9	-17	4	-35	2	0.6	-6
CC(=O)OC1COC(N2CCc3cc(Br)c([N+](=O)[O-])cc32)C(OC(C)=O)C1OC(C)=O (stereo not drawn)	-8	1	-4	2	18	-11[20 µM]	-1	-0.5	3
CCOC(=O)N1CCN(S(=O)(=O)c2c(C)[nH]c(=O)[nH]c2=O)CC1	-17	0.041	/	-15	-17	-15	-6	0.2	-19
CS(=O)(=O)N(CC(=O)N1CCN(Cc2ccccc2)CC1)Cc1ccccc1	5	-1.4	-2	7	6	-14[20 µM]	7	-0.7	8
COc1cccc(OCc2cc(/C=N/Nc3ccc(C(=O)O)cc3)ccc2OC)c1	-12	-1.2	-16	3	7	-8	-5	-0.5	0
C#Cc1ccc([C@@H]2C=C(C(=O)OCC=C)O[C@H](OCCCCO)C2)cc1	-50	-0.84	-12	0	6	-29	-4	1.2	1
COc1cc2c(cc1NC(=O)CN(C)Cc1nc3ccccc3c(=O)[nH]1)oc1ccccc12	-17	-0.065	-12	-17	8	-17	-4	-0.7	-1
O=C1N=C(N2CCCC2)S/C1=C\c1cn[nH]c1-c1ccccc1	-2	0.59	-1	-19	16	3	2	1.0	7
Cc1ccc(OCc2nc3c4c(ncn3n2)-c2ccccc2CC42CCCC2)cc1	37	0.72	0	-6	1	-10	0	0.9	8
COc1ccc(N2CC(O)=C(c3n(C)c4ccccc4[n+]3C)C2=N)cc1	-9	-0.089	18	2	13	-10[20 µM]	-5	0.1	-2
COc1ccc(C2Nc3ccccc3C(=O)N2NS(C)(=O)=O)cc1 (stereo not drawn)	i	1.2	/	/	0	-15	-7	2.0	-9
COc1ccc(NC(=O)COC(=O)c2ccc(F)cc2F)cc1	17	0.19	0	-1	3	-26	-22	0.4	-6
CC(C)(C)NC(=O)C(c1c[nH]c2ccccc12)N(C(=O)Cn1nnc(-c2ccc(F)cc2)n1)c1cccc(O)c1 (stereo not drawn)	-51	-0.36	2	-13	0	-9	-7	-0.2	-3
Cn1c(=NC(=O)C2CC2)sc2cccc(F)c21	-8	/	-4	3	14	-27	2	1.1	9
Cc1nc2ccc(S(=O)(=O)NC(C(=O)Nc3nc4ccc(Cl)cc4s3)C(C)C)cc2s1 (stereo not drawn)	-8	/	-4	3	9	-23	0	-0.5	6
C#CC(C)(C)NC(=O)c1ccccc1OC	-5	0.49	2	-10	20	-13	1	0.3	6
COc1ccc(OCCSc2ncnc3nc[nH]c23)cc1	8	-3.7	-7	-2	3	-33	-6	0.8	-2

An excerpt of these results, in CSV form.
structure,m-calpain inh,Cl transport mod,Rad51 HR inh,hK5 inh,FXIIa inh,Furin inh,Thrombin inh,PERK inhibitor,FXIa inh
CC(=O)c1cnc2nc(C)nn2c1C,-2,0.12,-6,-5,2,-33,-1,0.2,4
COc1ccccc1NS(=O)(=O)c1cc(NC(=O)c2ccc3ccccc3n2)ccc1Cl,-9,0.011,4,-11,17,-20,-3,0.6,12
Cc1ccc(Nc2c(F)c(F)c(F)c(F)c2C(=O)O)c(C)c1,-5,-1.8,-6,-4,-2,-13,-9,-0.1,-3
CN1CCN(CC(=O)Nc2ccc([N+](=O)[O-])cc2Br)CC1,-14,0.054,9,-17,4,-35,2,0.6,-6
CC(=O)OC1COC(N2CCc3cc(Br)c([N+](=O)[O-])cc32)C(OC(C)=O)C1OC(C)=O (stereo not drawn),-8,1,-4,2,18,-11[20 µM],-1,-0.5,3
CCOC(=O)N1CCN(S(=O)(=O)c2c(C)[nH]c(=O)[nH]c2=O)CC1,-17,0.041,/,-15,-17,-15,-6,0.2,-19
CS(=O)(=O)N(CC(=O)N1CCN(Cc2ccccc2)CC1)Cc1ccccc1,5,-1.4,-2,7,6,-14[20 µM],7,-0.7,8
COc1cccc(OCc2cc(/C=N/Nc3ccc(C(=O)O)cc3)ccc2OC)c1,-12,-1.2,-16,3,7,-8,-5,-0.5,0
C#Cc1ccc([C@@H]2C=C(C(=O)OCC=C)O[C@H](OCCCCO)C2)cc1,-50,-0.84,-12,0,6,-29,-4,1.2,1
COc1cc2c(cc1NC(=O)CN(C)Cc1nc3ccccc3c(=O)[nH]1)oc1ccccc12,-17,-0.065,-12,-17,8,-17,-4,-0.7,-1
O=C1N=C(N2CCCC2)S/C1=C\c1cn[nH]c1-c1ccccc1,-2,0.59,-1,-19,16,3,2,1.0,7
Cc1ccc(OCc2nc3c4c(ncn3n2)-c2ccccc2CC42CCCC2)cc1,37,0.72,0,-6,1,-10,0,0.9,8
COc1ccc(N2CC(O)=C(c3n(C)c4ccccc4[n+]3C)C2=N)cc1,-9,-0.089,18,2,13,-10[20 µM],-5,0.1,-2
COc1ccc(C2Nc3ccccc3C(=O)N2NS(C)(=O)=O)cc1 (stereo not drawn),i,1.2,/,/,0,-15,-7,2.0,-9
COc1ccc(NC(=O)COC(=O)c2ccc(F)cc2F)cc1,17,0.19,0,-1,3,-26,-22,0.4,-6
CC(C)(C)NC(=O)C(c1c[nH]c2ccccc12)N(C(=O)Cn1nnc(-c2ccc(F)cc2)n1)c1cccc(O)c1 (stereo not drawn),-51,-0.36,2,-13,0,-9,-7,-0.2,-3
Cn1c(=NC(=O)C2CC2)sc2cccc(F)c21,-8,/,-4,3,14,-27,2,1.1,9
